Screens deposited in PubChem BioAssay by several laboratories.
HTR1A agonist – human 5-HT1a receptor agonists, primary screen, cell-based, CHO, Ga15 NFAT-bla reporter | 5-hydroxytryptamine receptor 1A (Homo sapiens), P08908 | CHO 5-HT1a Ga15 NFAT-bla reporter, FRET ratio; 0% basal, 100% maximal reference agonist | activation, % at 10 µM | 0.56% of 65,000 active | AID 567, 2006;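 active means activation above the screen-wide mean activation plus 3 SD, cut at about 19% in these data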;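 further: 0% = DMSO wells and 100% = 5-CT at EC100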
S1P3 ag – human S1P3 receptor agonists, primary screen, cell-based, primary and confirmation, NFAT-BLA reporter; Sphingosine 1-phosphate receptor 3 (Homo sapiens), Q99500; S1P3 NFAT-BLA reporter cells, agonism, FRET ratio; relative to 1 µM S1P, basal subtracted; activation, % at 4.5 µM; 0.1% of 60,000 active; AID 373, 2006;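 active means activation above the screen-wide mean plus 3 SD, cut at about 4.5% in these data, passing the limit was not always enough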; further: some compounds called inactive have numbers as strong as hits
Target sequence (Q99500 whole entry, looked up): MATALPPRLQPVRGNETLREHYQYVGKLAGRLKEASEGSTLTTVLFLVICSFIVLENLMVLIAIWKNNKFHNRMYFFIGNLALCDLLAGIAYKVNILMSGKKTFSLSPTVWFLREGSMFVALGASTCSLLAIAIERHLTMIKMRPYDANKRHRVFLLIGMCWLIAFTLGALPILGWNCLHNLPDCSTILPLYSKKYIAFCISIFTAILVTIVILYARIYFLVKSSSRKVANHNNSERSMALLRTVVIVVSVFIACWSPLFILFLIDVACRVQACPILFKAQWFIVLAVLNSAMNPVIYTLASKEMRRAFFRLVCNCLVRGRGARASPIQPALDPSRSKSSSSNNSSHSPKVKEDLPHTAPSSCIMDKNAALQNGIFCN
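Benchmarks: high control 1 µM S1P / System: stable CHO line with human S1P3, Gα16, NFAT-BLA reporter / Dosing: single compound concentration, 4.5 µM final / Timing: 4 h compound at 37 °C, 2 h substrate at RT / Measured by: FRET β-lactamase substrate fluorescence, excitation 405 nm, 460/535 nm emission ratio, background-subtracted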
HTR1E agonist – 5-HT1E receptor agonists, primary screen, cell-based, HTS; CHO 5-HT1E Ga15 NFAT-bla reporter, FRET; 0% DMSO wells, 100% control agonist wells; activation, % at 6 µM; 0.69% of 65,000 active; AID 574, 2007;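 active means activation above a set limit, the screen-wide mean activation plus 3 SD, cut at about 8.5% in these data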;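 further: 100% = positive control agonist at 1 µM giving full maximal response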
Jurkat viability – cytotoxicity toward Jurkat T cells, primary screen, cytotoxicity control, cell-based, Jurkat E6.1, 60K MLSMR library | 1.2% of 56,000 active | inhibition, % at 4 µM | Jurkat E6.1 viability, ATP luminescence, 48 h | AID 463, 2006;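 active means inhibition above the mean inhibition of all tested compounds plus 3 SD, cut at about 28% in these data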
D1 mod – D1 CRE-luciferase signal change, two-sided – cell-based, HEK293 D1, dopamine EC30, D1 allosteric modulator project, primary screen | D(1A) dopamine receptor (Homo sapiens), P21728 | dopamine EC30 potentiation; actives deviate in either direction | B-score at 10 µM | 5.9% of 58,000 active | AID 641, 2007;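 active means luminescence count or its row- and column-corrected plate score outside the 99.7% band of the plate's sample wells, on either side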
Target sequence (P21728 whole entry, looked up): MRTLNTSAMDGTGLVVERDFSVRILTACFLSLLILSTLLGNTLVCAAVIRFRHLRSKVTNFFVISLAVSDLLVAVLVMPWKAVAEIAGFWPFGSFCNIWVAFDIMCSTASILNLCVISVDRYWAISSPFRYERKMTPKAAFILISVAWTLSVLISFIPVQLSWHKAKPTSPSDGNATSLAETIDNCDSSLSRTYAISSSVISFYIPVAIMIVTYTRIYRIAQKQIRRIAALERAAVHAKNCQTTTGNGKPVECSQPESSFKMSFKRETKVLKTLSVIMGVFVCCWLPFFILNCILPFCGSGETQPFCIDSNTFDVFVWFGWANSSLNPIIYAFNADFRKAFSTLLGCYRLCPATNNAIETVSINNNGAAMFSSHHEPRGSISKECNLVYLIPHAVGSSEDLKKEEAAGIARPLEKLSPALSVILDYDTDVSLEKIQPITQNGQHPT
5-HT1A blocker – human 5-HT1a receptor antagonists, primary screen, cell-based, CHO, Ga15 NFAT-bla reporter; 5-hydroxytryptamine receptor 1A (Homo sapiens), P08908; CHO 5-HT1a Ga15 NFAT-bla reporter, antagonist mode; inhibition, % at 10 µM; 0.68% of 62,000 active;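 active means inhibition above the mean of all tested compounds plus 3 SD, cut at about 43% in these data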;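 further: receptor stimulated by 5-CT agonist at 100 nM near EC80; beta-lactamase reporter measured by ratiometric fluorescence of a cleavable substrate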
HEK293 NFkB inh – inhibitors of PMA/ionomycin-induced NF-kB reporter, primary screen, antigen receptor NF-kB inhibitor project, cell-based, HEK-293 luciferase reporter, luminescence | HEK-293 NF-kB luciferase reporter | inhibition, % at 3 µM | 0.21% of 62,000 active;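 active means inhibition above the mean of all tested compounds plus 3 SD, cut at about 40% in these data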;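 further: 0% = stimulated DMSO wells and 100% = 10 µM reference inhibitor 5653914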
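Material: HEK-293 cells with stable firefly luciferase reporter driven by four HIV NF-kB elements / Also added: PMA plus ionomycin mix as NF-kB-activating stimulus / Compound dosing: 3 µM once, 0.30% DMSO / Times: 1 h pretreatment, 16 h stimulation, 37 °C / Signal: luminescence / Evaluation: per-plate % inhibition versus controls / Benchmarks: DMSO and 10 µM reference inhibitor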
S1P1 ag-PAM – S1P1 agonists and agonism potentiators, primary screen, cell-based, primary and confirmation screens, CRE-bla reporter | Sphingosine 1-phosphate receptor 1 (Homo sapiens), P21453 | S1P1 CRE-bla cells, forskolin, beta-lactamase FRET, potentiator mode; S1P1 agonist co-added at EC20, 2 nM; 100% = saturating reference agonist, 0% = basal | activation, % at 9.5 µM | 0.57% of 56,000 active | AID 449, 2006;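 active means activation above a cutoff set at the mean activation of all tested compounds plus 3 SD, cut at about 54% in these data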;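 further: forskolin at 4 µM as EC80 and the EC20 agonist is SEW2871; 100% = SEW2871 at its EC100 plus forskolin at EC80; some compounds past the cut are filed as inactive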
HTR1E antagonist – 5-HT1E receptor antagonists, primary screen, cell-based, HTS | 5-hydroxytryptamine receptor 1E (Homo sapiens), P28566 | 0.99% of 65,000 active | CHO 5-HT1E Ga15 NFAT-bla reporter, FRET, antagonist | inhibition, % at 6 µM;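 active means inhibition above a set limit, the mean inhibition across every tested compound plus 3 SD, cut at about 29% in these data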;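 further: signal is the 460 over 535 nm emission ratio of beta-lactamase substrate; 0% = agonist plus DMSO wells and 100% = wells without agonist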
* = called active by the depositor; x = no result given.

SMILES | HTR1A agonist | S1P3 ag | HTR1E agonist | Jurkat viability | D1 mod | 5-HT1A blocker | HEK293 NFkB inh | S1P1 ag-PAM | HTR1E antagonist
Cc1c(C(=O)N2CCN(c3ccc(C(F)(F)F)cn3)CC2)oc2ccccc12 | 2.2 | -0.1 | -0.1 | 0 | -0.2 | -3 | 9 | 16 | 4
CN1CCN(S(=O)(=O)c2ccc(NC(=O)c3ccc(F)cc3)cc2)CC1 | -1.8 | -1.8 | -0.8 | 1 | -1.4 | -9 | 6 | 5 | -8
CCOC(=O)N1CCN(c2nc(C)cc(C(F)(F)F)n2)CC1 | -1.1 | x | 0.0 | x | -0.027 | 1 | 14 | x | -6
COc1ccc(C)cc1NC(=O)CN(C)S(=O)(=O)c1cccs1 | -1.9 | x | 0.0 | x | 0.088 | -4 | 14 | x | 0
Cc1cc(Cl)ccc1OCCCC(=O)NO | -1.2 | -0.3 | -0.2 | 93* | -0.2 | 5 | -7 | -8 | 4
O=C(c1ccco1)N1CCN(S(=O)(=O)c2ccc(Oc3ccccc3)cc2)CC1 | -0.9 | x | -1.0 | x | 0.11 | 8 | 21 | x | -11
Cn1nnnc1SCC(=O)c1ccco1 | -3.7 | x | -0.9 | x | 0.41 | 9 | 5 | x | 0
COc1ccc(-c2cn3cccnc3n2)cc1NC(=O)c1ccc(Br)o1 | 0.2 | x | 0.3 | x | -0.71 | -1 | 14 | x | 11
CCOc1cc(-c2c(C#N)c(=O)[nH]c3c2c(C)nn3-c2ccc(F)cc2)ccc1O | -0.9 | -1.3 | -0.2 | 10 | 0.89 | 10 | 6 | 1 | -13
CCCCCCNC(=O)CCNC(=O)c1cc(OC)c(OC)c(OC)c1 | -0.6 | -0.2 | -0.7 | -4 | -0.0074 | -5 | 11 | -1 | -2
Cc1cc(S(=O)(=O)N2CCN(c3ncccn3)CC2)ccc1-n1cnnn1 | 0.0 | x | 1.3 | x | 0.16 | -2 | -2 | x | -4
O=S(=O)(c1ccc(Br)s1)n1cccn1 | -0.5 | -0.5 | 0.1 | 6 | -0.024 | 1 | -10 | -10 | 4
CCCc1[nH]nc2c1C(Cc1ccccc1)C(C#N)=C(N)O2 (stereo not drawn) | -1.9 | -0.6 | -0.6 | 7 | 0.0066 | 0 | 23 | -10 | -3
CCOC(=O)N1CCN(CC(=O)Nc2c(C(=O)OC)[nH]c3ccccc23)CC1 | -3.0 | 0.4 | 0.9 | 2 | 0.48 | 5 | 3 | -13 | -7
COc1cc(Cn2c(=O)oc3ccc(C)cc32)ccc1OC(C)C | -2.5 | -0.3 | -1.0 | 12 | 0.8 | 21 | 13 | 16 | 13
Cc1noc(C)c1S(=O)(=O)N1CCC(C(=O)Nc2ccc(OC(F)(F)F)cc2)CC1 | -0.7 | x | -0.4 | x | x | -8 | 2 | x | 4
COc1ccccc1C1(CC(=O)O)CCOC(C(C)C)C1 (stereo not drawn) | -1.2 | 0.8 | 0.3 | -5 | 0.47 | -12 | 0 | -7 | 0
Cc1c(C(=O)COC(C)(C)C)[nH]c2ccccc12 | -2.2 | -1.1 | -0.6 | -7 | -0.4 | 8 | 3 | 21 | 0
CCCC(=O)c1ccc(N2CCCCCC2)c(F)c1 | 3.0 | -0.8 | -0.4 | -3 | 0.2 | -16 | -2 | x | -2
CCn1cc(C(=O)Nc2ccc(NC(=O)c3ccco3)cc2)c(=O)c2ccc(C)nc21 | -5.1 | 0.6 | -0.7 | 7 | 1.5 | -6 | 26 | -9 | 9
CCN(CC)C(=O)CSc1nnc(-n2nc(C)cc2C)c2ccccc12 | -3.9 | -0.5 | 2.4 | -3 | -0.9 | 10 | 25 | 5 | -5
O=C(CCNS(=O)(=O)c1cccc2nsnc12)N1CCN(c2ccccn2)CC1 | -0.2 | x | -1.4 | x | x | -4 | 8 | x | 1
CCOc1ccc2cc(S(=O)(=O)N3CCOCC3)ccc2c1 | 2.0 | -0.6 | 8.7* | 7 | 0.52 | -9 | 6 | x | -6
O=C1CC(C(=O)N2CCOCC2)C2(CCCC2)O1 (stereo not drawn) | -0.8 | -1.5 | -0.2 | -5 | -0.64 | 16 | 16 | -26 | -4
COc1ccc(C)cc1NC(=O)CSc1nnc(COc2ccc(Cl)cc2)n1Cc1ccco1 | 4.8 | -0.6 | 2.4 | 2 | 0.073 | 20 | 26 | 13 | -8
COc1cc2c(C(=O)NCc3ccc(C)o3)cn(CC(C)C)c(=O)c2cc1OC | 0.7 | 0.8 | -0.7 | 0 | -0.00059 | -2 | 5 | -63 | 2
COc1ccc(-c2nc3n(n2)C(c2ccccc2Cl)C(C(N)=O)=C(C)N3)cc1 (stereo not drawn) | -1.6 | 0.2 | 0.9 | 0 | -0.002 | 4 | 8 | -16 | 4
O=C(Oc1cccc(-n2cnnn2)c1)c1sc2ccccc2c1Cl | -0.1 | -0.1 | -1.0 | -9 | x | 0 | 10 | -3 | -8
CCn1c(SCC(=O)N2CCN(c3ccccc3F)CC2)nnc1-c1ccoc1C | 0.2 | -0.1 | -0.4 | 6 | -0.49 | -5 | 5 | 5 | 3
Cc1nc2c(s1)sc1ccccc12 | 0.8 | -0.9 | -0.1 | 6 | x | -3 | 16 | -10 | -6
CCN(CC)CCN1C(=O)Cn2c(C)c(C)c3cccc1c32 | -0.1 | -0.4 | 1.2 | 0 | -0.94 | 7 | 10 | -7 | 1
COc1ccc(NC(C)=O)cc1NC(=O)CSc1nnc(-c2ccc(F)cc2)n1N | -2.8 | -0.8 | -0.4 | -1 | 0.71 | 1 | -15 | -3 | 4
Cc1nnc(SCC(=O)N2CCN(S(=O)(=O)c3ccc(Cl)cc3)CC2)n(N)c1=O | -0.7 | -0.4 | 24* | -2 | x | -9 | 10 | -20 | 2
CC(C)C1Nc2ccc(S(N)(=O)=O)cc2C2C=CCC21 (stereo not drawn) | -1.4 | -0.9 | 0.0 | 7 | 0.071 | -1 | 6 | x | 0
Cc1ccc(OC(=O)CCC(=O)N2CCc3ccccc32)cc1 | -1.3 | -0.9 | 0.6 | 5 | 1.1 | 9 | 16 | -6 | 2
O=C1CC(N(Cc2ccco2)C(=O)Nc2ccc(F)cc2)C(=O)N1c1ccc(F)cc1 (stereo not drawn) | 1.1 | -0.6 | 1.3 | -3 | -0.25 | 1 | 22 | x | -10
CC(c1ccccc1)C1C(C#N)=C(N)SC(N)=C1C#N (stereo not drawn) | -0.1 | 0.4 | 0.4 | 0 | -1 | -1 | 16 | 17 | 3
CC(=O)Nc1ccc(CN2CCN(c3cccc(C(F)(F)F)c3)CC2)cc1 | 9.1 | -1.9 | 23* | -2 | 0.71 | 10 | 5 | 0 | 3
O=C(NC1CCCCCCC1)C1CCC(CNc2c(N3CCCC3)c(=O)c2=O)CC1 (stereo not drawn) | -0.7 | -0.7 | 0.3 | 3 | 0.26 | 2 | 12 | -27 | -9
COc1ccc(Cl)cc1N1CC(C(=O)Nc2nccs2)CC1=O (stereo not drawn) | 2.2 | -0.9 | 0.2 | 8 | 0.22 | 14 | 18 | x | 3
CCOC(=O)N1CCN(C(=O)c2ccc3nc(N4CCCCC4)sc3c2)CC1 | -3.6 | 0.9 | -0.3 | 0 | x | -4 | -12 | -18 | 4
Cc1nc2sc(C(c3ccco3)N3CCC(Cc4ccccc4)CC3)c(O)n2n1 (stereo not drawn) | -1.4 | -0.7 | 0.4 | 3 | 1.5 | 23 | 17 | -15 | -3
COc1cccc(N(CC(=O)NCc2cccnc2)S(C)(=O)=O)c1 | -0.5 | 0.8 | -0.7 | -4 | -0.044 | -5 | 2 | -15 | -7
COc1ccc2sc(NC(=O)CC(C)C)nc2c1 | -1.1 | 0.3 | -0.3 | -9 | -0.93 | -5 | -4 | -6 | 6
CCOc1ccc(C2=Nn3c(nnc3-c3ccccn3)SC2)cc1 | 0.4 | -0.7 | -1.7 | x | x | x | x | 23 | -3
Cc1c(-c2nc(N)nc(Nc3ccccc3F)n2)oc2ccccc12 | 2.0 | -0.8 | 1.1 | 1 | x | 0 | -68 | -30 | 11
Cc1ccc2cc(C#N)c(SCC(=O)NCC3CCCO3)nc2c1C (stereo not drawn) | -4.0 | 0.1 | -1.4 | 5 | -0.2 | -8 | -4 | -24 | -3
Cc1cc(=O)oc2cc(OCC3CC(c4ccc(N(C)C)cc4)=NO3)ccc12 (stereo not drawn) | -0.5 | -0.3 | 1.1 | -3 | 1.4 | 8 | -6 | -9 | 6
COc1cc(NC(=O)c2ccc(C)cc2)c(OC)cc1NC(=O)CN1CCOCC1 | 8.9 | -1.1 | 0.0 | -4 | 0.21 | 13 | -7 | -19 | 10
C=CCn1c(SCc2nc3ccccc3[nH]2)nnc1-c1ccncc1 | 0.9 | -0.3 | -1.1 | 8 | 0.74 | 11 | 8 | -27 | 12
Nc1nnc(-c2cccnc2)s1 | 1.7 | -1.2 | 0.7 | 0 | -0.021 | -8 | 0 | -15 | -11
O=C(NCc1ccc2c(c1)OCO2)C1CCCN(S(=O)(=O)c2cccnc2)C1 (stereo not drawn) | -0.9 | -0.4 | 0.4 | -6 | -0.034 | -6 | 7 | 1 | 7
CC1Oc2ccccc2N(CC(=O)N2CCCc3ccccc32)C1=O (stereo not drawn) | 41* | -1.4 | 0.7 | -12 | 1.3 | 14 | 16 | 4 | 3
Cc1cccc2sc(NC(=O)CN(C)S(=O)(=O)c3cccs3)nc12 | -3.3 | x | -0.3 | x | -0.52 | -1 | 9 | x | 21
Cc1[nH]c2ccccc2c1CCO | -0.8 | -0.6 | 0.1 | 9 | 0.0031 | 6 | 12 | -5 | 5
O=C(CSc1nc2ccccc2c(=O)n1C1CC1)NCc1ccccc1 | -2.7 | x | -0.1 | x | -0.31 | 19 | 11 | x | 4

Results in S1P1 ag-PAM, 5-HT1A blocker and HTR1A agonist, for 2 of the compounds above:
SMILES,S1P1 ag-PAM,5-HT1A blocker,HTR1A agonist
Cc1[nH]c2ccccc2c1CCO,-5,6,-0.8
O=C(CSc1nc2ccccc2c(=O)n1C1CC1)NCc1ccccc1,x,19,-2.7
